PTAP-TSG101 blk – blocks PTAP binding to human TSG101, validation | Q99816 | Fluorescence polarization, FITC-PTAP peptide/Tsg101, 20 min | Potency, µM (top dose mostly 115 µM), for inactives: top-dose activity change, negative = inhibition, actives largely listed as inhibitors | 44,000 tested, under 10 active | AID 1347069; also: potency is read from the fitted curve at half-maximal effect; 0% is about no effect
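FITC-labeled PTAP peptide (50 nM final) binding to Tsg101 binding domain (10 uM final) read by fluorescence polarization after 20 min at r.t. in HEPES pH 7.5 buffer. Actives by CRC class, <25 µM.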
p53null 39C tox – kills p53 null cells at the nonpermissive temperature | Potency, µM (highest dose often 46.1 µM), for the others: at the highest dose activity, negative = cell killing, hits mostly cytotoxic | 55,000 compounds, 0.97% hits | H1299 p53-null (neo) cells, 39C, ATPlite viability, 24 h;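 also: potency is read from the fitted curve at half-maximal effect; 0% = DMSO only and -100% = full killing by 100 µM tamoxifen; nearly all actives have a fitted effect of over 50% in size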
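Luminescent ATP signal reported cell survival after H1299 lines (neo, p53 null; or p53 A138V) received up to 46 uM compound and 24 hr incubation at 39C.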
FH mod – Identification of activators of human fumarate hydratase by quantitative high-throughput screening | AID 1347055, 2019 | 54,000 compounds, 0.22% hits | Fumarate hydratase, mitochondrial (Homo sapiens), P07954 | FH coupled MDH/diaphorase resazurin fluorescence, 15 min | Potency, µM (series often up to 79.9 µM), inactives show at the top dose activity change, negative = inhibition, hits mostly inhibitors; also: potency is read from the fitted curve at half-maximal effect; % is scaled to controls: 0 for no effect and ±100 for the full control effect; the screen sought activators but most active calls are inhibition curves; nearly all actives have a fitted effect of over 45% in size
Target sequence (P07954 whole entry, looked up): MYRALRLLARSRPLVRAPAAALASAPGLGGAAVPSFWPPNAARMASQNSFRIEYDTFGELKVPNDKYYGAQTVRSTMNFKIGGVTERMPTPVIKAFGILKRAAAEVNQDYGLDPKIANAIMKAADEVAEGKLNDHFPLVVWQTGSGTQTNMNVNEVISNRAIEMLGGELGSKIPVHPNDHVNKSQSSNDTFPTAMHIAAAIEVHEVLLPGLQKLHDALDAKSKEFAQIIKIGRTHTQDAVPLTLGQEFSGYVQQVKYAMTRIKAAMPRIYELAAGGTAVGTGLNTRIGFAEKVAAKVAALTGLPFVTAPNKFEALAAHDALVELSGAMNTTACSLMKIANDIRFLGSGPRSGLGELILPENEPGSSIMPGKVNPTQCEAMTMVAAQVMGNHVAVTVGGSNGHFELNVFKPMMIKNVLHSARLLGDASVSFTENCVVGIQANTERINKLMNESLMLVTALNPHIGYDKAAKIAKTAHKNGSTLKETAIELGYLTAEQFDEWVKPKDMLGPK
NTMT1 inhibitor – NTMT1 methyltransferase inhibition; Q9BV86; NTMT1 MTase-Glo SAH luminescence, purified enzyme; Potency, µM (top dose mostly 114 µM), inactives show at the highest dose activity change, negative = inhibition, hits mostly inhibitors; 59,000 compounds, 2.5% hits; AID 1645870;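 also: potency is read from the fitted curve at half-maximal effect; plate controls were DMSO vehicle for no effect and no enzyme for full effect; nearly all actives have a fitted effect of over 65% in size; many of its hits are not listed in these tables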
Target sequence (Q9BV86 whole entry, looked up): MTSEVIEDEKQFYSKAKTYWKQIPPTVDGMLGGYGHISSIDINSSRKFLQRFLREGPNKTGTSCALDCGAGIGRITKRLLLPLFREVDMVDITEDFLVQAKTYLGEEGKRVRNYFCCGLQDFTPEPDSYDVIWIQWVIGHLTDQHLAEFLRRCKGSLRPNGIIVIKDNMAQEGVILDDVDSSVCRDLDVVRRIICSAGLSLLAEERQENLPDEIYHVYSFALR
B2AR arrestin ag – ADRB2 beta-arrestin recruitment. 44,000 tested, under 10 active. AID 1347077. P07550. Potency, µM (series often up to 46.1 µM), without a hit: at the highest dose activation, usual class: activators. HTLA Tango cells, beta-arrestin recruitment, luciferase luminescence, 18 h;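 also: potency is read from the fitted curve at half-maximal effect; 0% = DMSO and full agonism = EC100 isoproterenol or metaproterenol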
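Ligand-induced beta-arrestin recruitment to recombinant beta2-AR is measured via a tTA-driven luciferase reporter in Tango cells after 18 hr compound exposure at 37 degrees C. Concentrations span up to 46 microM.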
GALK inh – GALK (human) enzyme inhibition; P51570; recombinant GALK, Kinase-Glo ATP luminescence, 1 h; Potency, µM (series often up to 57.5 µM), without a hit: at the highest dose activity, negative = inhibition, usual class: inhibitors; 44,000 tested, under 10 active; AID 1347072;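 also: plate controls were full GALK reaction for no effect and reaction lacking GALK for full effect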
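5 nM GALK; 35 uM ATP; 100 uM D-galactose; 20 mM HEPES pH 8.0, 5 mM MgCl2, 60 mM NaCl, 1 mM DTT, 0.01% BSA; 1 h RT; Kinase-Glo Plus luminescence.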
p53null 32C kill – kills p53 null cells at the permissive temperature | Potency, µM (highest dose often 46.1 µM), inactives show at the highest dose activity change, negative = cytotoxicity, hits mostly cytotoxic | 55,000 compounds, 0.62% hits | AID 903 | H1299-neo p53 null cells, ATP luminescence, 24 h, 32C;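 also: potency is read from the fitted curve at half-maximal effect; 0% = DMSO only and -100% = full killing by 100 µM tamoxifen; nearly all actives have a fitted effect of over 55% in size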
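H1299-neo (p53 null) cells, 600/well, treated 24 h at 32C with compound up to 46 uM; ATPlite luminescence viability, normalized to DMSO and 100 uM tamoxifen; AC50 by Hill fit.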
* marks the source's active call; other numbers are inactive results; ? = inconclusive; nt = not tested or not shown; [ ] = remark or other dose. Calls follow the shape of the dose curve; as a rule, active = well fitted curve in the direction sought with a large enough effect; inconclusive = small, poorly fitted or top-dose-only effect, or another doubt; inactive = no such curve, though single readings can be large; an effect the other way counts as inactive or inconclusive. Only part of the results is shown; count on the stated rates, not on these rows.

SMILES	PTAP-TSG101 blk	p53null 39C tox	FH mod	NTMT1 inhibitor	B2AR arrestin ag	GALK inh	p53null 32C kill
COc1ccc(NC(=O)C2CCCN(S(=O)(=O)c3c(C)[nH]c(=O)[nH]c3=O)C2)cc1Cl (stereo not drawn)	1%	-16%	2%	-19%	1%	-10%	-3%
O=C(NCc1ccc(Cl)cc1)c1cc2ccccc2o1	-2%	1%	6%	15%	0%	1%	5%
COc1cccc(C(=O)Nc2ccc(-c3cc(C(F)(F)F)nn3-c3ccccc3)cc2)c1	-5%	4%	-25%	-1%	0%	9%	-1%
O=C(Nc1ccc(F)cc1F)c1ccc(CN2CC(=O)N3CCCCC3C2=O)cc1 (stereo not drawn)	1%	6%	0%	20%	-2%	0%	-1%
COc1ccc(NC(=O)c2sc3nc4c(cc3c2N)CN(Cc2ccccc2)CC4)cc1	1%	-2%	-16%	?	-2%	-1%	-5%
COc1ccc(-n2c(=O)c3ccc(C(=O)NCc4ccc(C)cc4)cc3n(Cc3ccc(Cl)cc3)c2=O)cc1	1%	1%	7%	10%	-1%	6%	7%
CCCCOc1ccccc1CC1C(=O)Nc2ccc(Br)cc21 (stereo not drawn)	-2%	?	nt	nt	-5%	1%	?
CCOC(=O)c1ccccc1NC(=O)CN1CCCN(Cc2cc(C)ccc2C)S1(=O)=O	0%	?	?	4%	0%	-1%	9%
COc1cccc(CNC(=O)C2CCCN(c3nnc(-n4c(C)ccc4C)s3)C2)c1 (stereo not drawn)	0%	-1%	-6%	-3%	-3%	-5%	-3%
CC(=O)c1cccc(NC(=O)C(Cc2ccccc2)NS(=O)(=O)c2ccc(Br)s2)c1 (stereo not drawn)	2%	0%	-16%	-4%	-1%	3%	-13%
CC(C)CCNC(=O)N1CCN(S(=O)(=O)c2ccc3c(ccn3C)c2)CC1	-8%	-3%	-3%	7%	-1%	0%	-3%
CCCN(CCC)C(=O)Cn1c(=O)n(-c2cccc(C)c2)c(=O)c2c1c1cc(OC)ccc1n2C	25%	3%	-14%	-2%	1%	4%	17%
COc1cc2ccccc2cc1C(=O)Nc1cc(-c2nc3ccccc3o2)ccc1C	-1%	-25%	-14%	-6%	0%	2%	-10%
Cc1cccc(Cc2cnc(NC(=O)C3Cc4ccc(C)cc4C(=O)O3)s2)c1 (stereo not drawn)	-5%	-11%	2%	7%	1%	3%	-3%
Cc1ccccc1NC(=O)Cn1c(=O)n(Cc2ccccc2)c(=O)c2c(C)c(C)sc21	-4%	-20%	-13%	-1%	-2%	8%	2%
Cc1ccccc1C(=O)Nc1cccc(OCc2cc(=O)n3c4c(sc3n2)CCCC4)c1	-1%	-6%	-6%	-4%	0%	-1%	3%
O=S(=O)(c1cccc(Cl)c1)c1nnn2c1nc(NCc1ccc3c(c1)OCO3)c1sccc12	-10%	2%	-14%	17%	1%	0%	5%
CCn1c(=O)c2sccc2n2c(CCC(=O)Nc3ccc(F)cc3)nnc12	-7%	7%	5%	-12%	1%	1%	-14%
COc1ccccc1NC(=O)c1c(NC(=O)COc2ccccc2)sc2c1CCCCC2	7%	48%	2%	5%	0%	2%	-5%
Cc1nn(-c2ccc(N3CCCC3)nn2)c(C)c1CCC(=O)N1CCN(c2ccccc2)CC1	-6%	-26%	nt	nt	1%	-3%	-8%
COc1ccc(CCNC(=O)Cn2cc(S(=O)(=O)Cc3ccc(F)cc3)c3ccccc32)cc1OC	2%	-10%	-20%	10%	2%	-3%	-4%
Cc1ccc(-c2noc(-c3nnn(CC(=O)Nc4ccc(C)c(Cl)c4)c3N)n2)cc1	2%	-14%	5%	-22%	0%	1%	-1%
COc1ccc2oc(=O)c(C(=O)N3CCN(c4ccc(C)cc4)CC3)cc2c1	-6%	-20%	-3%	-3%	1%	9%	10%
COc1ccc(CCNC(=O)C2(c3cccs3)CCOCC2)cc1OC	-4%	3%	-8%	2%	-3%	-8%	3%
O=C(Nc1cccc(C(F)(F)F)c1)N1CC2CCCN2c2ccccc21 (stereo not drawn)	1%	-11%	-6%	?	0%	3%	-11%
Cc1cccc(OCCSc2nc3ccccc3n2CC(=O)N2CCOCC2)c1C	6%	-3%	-9%	-12%	-2%	-11%	-1%
Cc1nn(C)cc1CN(C)C(=O)c1cc(-c2ccccc2)nc2ccc(Br)cc12	1%	?	-25%	11%	1%	?	-7%
CC1=C(C(=O)Nc2ccc(C)cc2C)C(c2sccc2C)n2ncnc2N1 (stereo not drawn)	-2%	?	17%	-4%	-1%	3%	-7%
CCOCCc1nnc(NC(=O)C(=O)c2cc(C)n(-c3cccc(C)c3)c2C)s1	-5%	2%	11%	18%	2%	-12%	3%
CCOC(=O)c1c(NC(=O)C(C)Sc2cn(CCNC(=O)c3ccc(OC)cc3)c3ccccc23)sc2c1CCC2 (stereo not drawn)	0%	nt	-17%	-1%	1%	1%	nt

Another view of six compounds above.
| compound | PTAP-TSG101 blk | p53null 39C tox | FH mod | NTMT1 inhibitor | B2AR arrestin ag | GALK inh | p53null 32C kill |
| --- | --- | --- | --- | --- | --- | --- | --- |
| CCn1c(=O)c2sccc2n2c(CCC(=O)Nc3ccc(F)cc3)nnc12 | -7% | 7% | 5% | -12% | 1% | 1% | -14% |
| COc1ccccc1NC(=O)c1c(NC(=O)COc2ccccc2)sc2c1CCCCC2 | 7% | 48% | 2% | 5% | 0% | 2% | -5% |
| Cc1nn(-c2ccc(N3CCCC3)nn2)c(C)c1CCC(=O)N1CCN(c2ccccc2)CC1 | -6% | -26% | nt | nt | 1% | -3% | -8% |
| COc1ccc(CCNC(=O)Cn2cc(S(=O)(=O)Cc3ccc(F)cc3)c3ccccc32)cc1OC | 2% | -10% | -20% | 10% | 2% | -3% | -4% |
| Cc1ccc(-c2noc(-c3nnn(CC(=O)Nc4ccc(C)c(Cl)c4)c3N)n2)cc1 | 2% | -14% | 5% | -22% | 0% | 1% | -1% |
| COc1ccc2oc(=O)c(C(=O)N3CCN(c4ccc(C)cc4)CC3)cc2c1 | -6% | -20% | -3% | -3% | 1% | 9% | 10% |

Later entries
SMILES	PTAP-TSG101 blk	p53null 39C tox	FH mod	NTMT1 inhibitor	B2AR arrestin ag	GALK inh	p53null 32C kill
CCOC(=O)c1ccc(N2C(=O)c3[nH]nc(-c4ccc(OC)cc4)c3C2c2ccccc2Cl)cc1 (stereo not drawn)	-3%	10%	-23%	-2%	-2%	9%	9%
CC1CCN(C(=O)c2cc(-c3ccc(Cl)cc3)on2)CC1	-1%	-19%	-10%	-1%	-2%	-5%	-6%
COCCNC(=O)C1CCN(c2nc3ccccc3nc2C(F)(F)F)CC1	-3%	-1%	3%	-3%	0%	0%	3%
COc1cccc(NC(=O)Cn2c(=O)n(-c3ccc(CC(=O)NCC4CCCO4)cc3)c(=O)c3ccccc32)c1 (stereo not drawn)	-4%	-5%	-4%	-5%	0%	5%	5%
COc1ccc(NC(=O)CCNS(=O)(=O)c2cccc3nsnc23)cc1OC	-1%	6%	-12%	3%	-2%	6%	-3%
O=S(=O)(NCC(c1ccco1)N1CCOCC1)c1ccc(Cl)cc1 (stereo not drawn)	2%	2%	-38%	-1%	-4%	0%	-1%
Clc1cccc(CSc2nc(NCCc3ccccc3)c3ccccc3n2)c1	0%	11%	-11%	7%	-1%	1%	-10%
Cc1ccc(-n2nc3c(=O)n(CCCC(=O)NCc4ccccc4C)nc(C)c3c2C)cc1	-1%	18%	-17%	-6%	0%	1%	14%
CC(CNC(=O)CCc1cn(Cc2ccccc2Cl)c2ccccc12)c1ccccc1 (stereo not drawn)	-1%	21%	-21%	13%	0%	0%	16%
Cc1oc(-c2ccc(Cl)cc2)nc1Cn1c(=O)cc(C)c2c(C)nn(-c3cccc(F)c3)c21	-1%	5%	27%	4%	0%	?	-1%
CCCCn1c(SCc2ccccc2C#N)nc2c(sc3ccccc32)c1=O	-3%	10%	-7%	-2%	-2%	-2%	-4%
COC(=O)c1cc2sccc2n1CC(=O)Nc1cc(Cl)ccc1OC	-2%	-16%	-2%	19%	-2%	2%	-4%
COc1ccc(C(=O)O)cc1Nc1nc2ccc(C)cc2n2cnnc12	-4%	7%	?	71µM*	1%	0%	-2%
Cc1ccc2sc(N3CCN(C(=O)C4COc5ccccc5O4)CC3)nc2c1C (stereo not drawn)	-7%	-18%	?	14%	-2%	0%	-7%
CCOc1cc(C2c3c(oc4ccccc4c3=O)C(=O)N2Cc2ccc3c(c2)OCO3)ccc1O (stereo not drawn)	0%	-10%	-11%	20%	1%	?	2%
CCc1ccc(-n2nc(C)c3c(C)cc(=O)n(CC(=O)N(CC)Cc4ccccc4)c32)cc1	-2%	36%[activator]	?	-7%	6%	2%	11%
CC1Cc2ccccc2N1S(=O)(=O)c1nnc(NC(=O)c2ccccc2)s1 (stereo not drawn)	1%	?	-11%	13%	0%	1%	0%
O=C(CSc1cn(CC(=O)N2CCCCCC2)c2ccccc12)Nc1ccccc1F	-2%	-20%	-11%	-2%	0%	?	3%
COCCCNC(=O)c1ccc(Cn2c(=O)c3cccn3c3cccnc32)cc1	2%	-11%	-20%	-3%	2%	4%	19%
O=C(CSc1ncc2c(n1)-c1ccc(Cl)cc1N(Cc1ccccc1)S2(=O)=O)Nc1ccccc1C(F)(F)F	4%	5%	-5%	?	0%	4%	3%
COc1ccccc1Nc1nc2ccc(Cl)cc2nc1-n1nc(C)cc1C	1%	0%	-15%	7%	-2%	3%	-2%
CCn1c(SCC(=O)c2ccc([N+](=O)[O-])cc2)nnc1-c1ccc(Cl)cc1	6%	6%	-5%	9%	0%	5%	9%
O=C(CSc1nc2cc3ccccc3cc2[nH]1)Nc1ccc(F)cc1	7%	?	-12%	9%	1%	0%	7%
CCC1CN(CC(=O)NCc2cccc(Br)c2)c2ccccc2S1 (stereo not drawn)	-3%	-29%	-32%	4%	0%	5%	-11%
CCC(=O)N1CCc2cc(S(=O)(=O)NC(C(=O)NCCc3ccc(OC)c(OC)c3)C(C)C)ccc21 (stereo not drawn)	-4%	-3%	-1%	7%	0%	-1%	7%
Cc1ccsc1CN(C(=O)COc1ccc(Cl)cc1)C1CCS(=O)(=O)C1 (stereo not drawn)	-5%	-2%	-8%	1%	-2%	9%	0%
COc1cccc(NC(CNS(=O)(=O)c2ccc(Cl)cc2)c2ccccc2)c1 (stereo not drawn)	0%	?	?	3%	-4%	3%	59%[activator]
CC1CCc2c(sc3nnn(Cc4ccc(F)cc4)c(=O)c23)C1 (stereo not drawn)	3%	-16%	-7%	-7%	1%	4%	5%
Cc1ccc(CNc2nc3ccccc3n3cnnc23)cc1	-5%	-5%	-14%	-19%	1%	-3%	-10%
CC(C)c1ccccc1NC(=O)CN(c1ccccc1)S(=O)(=O)N(C)C	0%	-11%	-6%	9%	0%	-15%	-2%
CCN(CC)CCNC(=O)c1cn(CC)c2ccc(S(=O)(=O)N3CCc4ccccc4C3)cc2c1=O	-1%	-6%	-8%	-5%	1%	0%	2%
N#Cc1c(NC(=O)CS(=O)(=O)c2ccc(Cl)cc2)sc2c1CCCCC2	1%	22%	-5%	9%	-4%	?	-2%

Bioassay records (PubChem BioAssay)
